High-throughput results: PubChem BioAssay, National Center for Advancing Translational Sciences (NCATS)
AMA1 RON2 block = qHTS for Inhibitors of AMA1-RON; Towards Development of Antimalarial Drug Lead: Primary Screen. AlphaScreen AMA1-biotinylated RON2 peptide binding. 360,000 compounds, 0.2% hits. Potency, µM (titrated, usually from 58.2 µM), without a hit: at the top dose activity change, negative = inhibition, actives largely listed as inhibitors. AID 720542, 2013. Plasmodium falciparum AMA1 (3D7) - RON2 peptide interaction;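 also: potency is read from the fitted curve at half-maximal effect; 0% = vehicle wells and -100% = peptide control; nearly all actives have a fitted effect of over 45% in size; some results filed as inactive show a strong effect at the top dose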
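AMA1 (3D7) with his tag at 25 nM final met compounds first, then biotinylated RON2 peptide at 25 nM; detection used donor plus acceptor beads, 10 µg/mL apiece, read by AlphaScreen after 30 min at room temperature.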
Sm TGR inh = qHTS Assay for the Inhibitors of Schistosoma Mansoni Peroxiredoxins. Schistosoma mansoni thioredoxin glutathione reductase (TGR), Q962Y6. purified TGR, DTNB reduction, TNB absorbance 405 nm. Potency, µM (titrated, usually from 114 µM), for inactives: at the highest dose activity change, negative = inhibition, most hits filed as inhibitors. 360,000 compounds, 3% hits. AID 485364, 2010; also: potency is read from the fitted curve at half-maximal effect; nearly all actives have a fitted effect of over 60% in size
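First, TGR (20 nM dispensed) and NADPH were mixed with compound. Second, a 15 min room-temperature incubation followed. Third, further NADPH and then DTNB were added to start the reaction. Finally, TNB absorbance was monitored kinetically.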
HCMV antiviral = qHTS Assay for inhibitors of the human cytomegalovirus (HCMV) | HFF cells, HCMV-luciferase reporter, 72 h; active compounds read low | activity change, negative = inhibition, % at 57.5 µM | 410,000 compounds, 4.5% hits; in the data active = activity change below about -60%; inconclusive = no clear call, values can overlap the other calls; inactive = above about -39%
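Screen run at 2 compound doses on HFFs infected with reporter HCMV, MOI 1 PFU/cell. Luciferase activity from cell lysates at 72 h post infection gave inhibition relative to buffer-only and Salinomycin wells.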
Giardia FBPA inh = qHTS Assay for Inhibitors of Fructose-1,6-bisphosphate Aldolase from Giardia Lamblia; A8B2U2; Potency, µM (top dose mostly 59.6 µM), inactives show at the highest dose activity, negative = inhibition, most hits filed as inhibitors; AID 2451, 2010; purified Giardia FBPA; 290,000 compounds, 0.71% hits; also: potency is read from the fitted curve at half-maximal effect; nearly all actives have a fitted effect of over 55% in size
Target sequence (A8B2U2 whole entry, looked up): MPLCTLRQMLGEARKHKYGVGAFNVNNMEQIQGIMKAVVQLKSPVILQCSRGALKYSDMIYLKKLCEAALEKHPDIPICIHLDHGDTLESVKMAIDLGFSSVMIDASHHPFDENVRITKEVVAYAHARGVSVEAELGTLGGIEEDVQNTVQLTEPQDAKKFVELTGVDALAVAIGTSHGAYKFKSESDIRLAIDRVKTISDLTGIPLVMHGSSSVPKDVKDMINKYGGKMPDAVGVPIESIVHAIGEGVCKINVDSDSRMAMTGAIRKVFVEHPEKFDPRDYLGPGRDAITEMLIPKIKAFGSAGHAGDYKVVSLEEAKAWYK
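Giardia FBPA (40 nM reagent) was preincubated 10 min at RT with compound (up to 57.5 uM final), then substrate plus GAPDH/TPI/NAD/arsenate coupling system with diaphorase/resazurin was added; resorufin fluorescence (525/598 nm) was read after 20 min.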
HCV inh = qHTS Assay for Inhibitors of Hepatitis C Virus (HCV); Huh7.5.1 HCVcc-Cre infection, luciferase reporter, 44 h; Potency, µM (top dose mostly 41.8 µM), inactives show at the highest dose activity change, negative = inhibition, most hits filed as inhibitors; 340,000 compounds, 3.4% hits; AID 651820, 2012; also: potency is read from the fitted curve at half-maximal effect
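Compounds are dispensed onto cells plated 4 h earlier at 1,000 per well, with HCVcc-Cre virus (about 0.5 moi) added next. Following 44 h of culture, luminescent signal is measured for 15 sec after 15 min with substrate at room temperature.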
AmpC detergent = qHTS Inhibitors of AmpC Beta-Lactamase (assay with detergent); P00811; Potency, µM (doses to about 114 µM), inactives show at the top dose activity change, negative = inhibition, actives largely listed as inhibitors; AmpC hydrolysis of nitrocefin, absorbance 480 nm, 0.01% Triton; 370,000 compounds, 0.041% hits; AID 485294, 2010;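 also: potency is read from the fitted curve at half-maximal effect; 0% = no-compound wells and -100% = no-enzyme wells; nearly all actives have a fitted effect of over 25% in size; some results filed as inactive show a strong effect at the top dose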
Target sequence (P00811 whole entry, looked up): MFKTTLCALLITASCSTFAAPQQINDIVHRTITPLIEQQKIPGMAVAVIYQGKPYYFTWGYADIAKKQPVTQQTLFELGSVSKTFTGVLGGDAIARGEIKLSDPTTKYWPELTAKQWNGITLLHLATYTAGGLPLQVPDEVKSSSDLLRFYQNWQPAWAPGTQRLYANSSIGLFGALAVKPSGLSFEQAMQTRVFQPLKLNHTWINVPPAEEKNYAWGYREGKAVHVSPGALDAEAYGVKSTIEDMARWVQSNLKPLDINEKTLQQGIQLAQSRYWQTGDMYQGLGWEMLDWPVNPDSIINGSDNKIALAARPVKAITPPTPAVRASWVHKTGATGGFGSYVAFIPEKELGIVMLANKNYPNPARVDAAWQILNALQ
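20 mM phosphate pH 7.0 + 0.01% (detergent screen) or 0.0001% Triton X-100; 5.3 nM AmpC reagent; cpd preinc 15 min RT; nitrocefin (800 uM stock) to start; A480 q20 s × 4 min; Activity was normalised to no-enzyme and no-compound control wells.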
* marks the source's active call; other numbers are inactive results; u = inconclusive; x = no result given; [ ] = remark or other dose. Unless noted, calls follow the shape of the dose curve; as a rule, active = well fitted curve in the direction sought with a large enough effect; inconclusive = small, poorly fitted or top-dose-only effect, or another doubt; inactive = no such curve, though single readings can be large; an effect the other way counts as inactive or inconclusive. Unless noted, % is scaled to controls: 0 for no effect and ±100 for the full control effect.

Order of results: AMA1 RON2 block	Sm TGR inh	HCMV antiviral	Giardia FBPA inh	HCV inh	AmpC detergent
1: Cn1cccc1CC(=O)N/N=C/C(Cl)=C/c1ccccc1
 : 21%	-36%	6	-5%	6%	0%
2: O=C1NC2(CCc3ccccc3C2)C(=O)N1CCOc1cccc(Cl)c1 (centres undefined)
 : 4%	6%	-31	-1%	11%	-2%
3: Cc1ccc(CCN2CC(C(=O)O)CC2=O)cc1 (centres undefined)
 : 0%	4%	-17	4%	3%	u
4: CCC(CC)C(=O)OCC(=O)C1(O)CCC2C3CCC4=CC(=O)CCC4(C)C3C(O)CC21C (centres undefined)
 : -8%	x	58	x	-14%	x
5: CCN(CC)c1ccc(NC(=O)C2CC(=O)N(Cc3ccccc3)C2)cc1 (centres undefined)
 : u	12%	-26	-15%	u	5%
6: CCC(SCC(=O)OC)C(=O)Nc1nnc(C(C)C)s1 (centres undefined)
 : 43%[activator]	0%	-38	-10%	21%	u
7: COc1cc(/C=C(/NC(=O)c2ccccc2)C(=O)N2CCOCC2)c([N+](=O)[O-])cc1OC
 : 8%	0%	9	4%	x	-2%
8: CCC(=O)/C(=C(/O)c1ccccc1)c1nc2ccccc2[nH]1
 : 102%[activator]	-1%	55	-17%	u	-13%
9: CC(C)(CO)NCC#Cc1ccccc1
 : 7%	7%	-29	0%	16%	0%
10: CCC(C(=O)Nc1ccc([N+](=O)[O-])cn1)c1ccccc1 (centres undefined)
 : -12%	-15%	2	3%	9%	u
11: Cc1cc(C)nc(NN=C2CCCC2)n1
 : 46%[activator]	1%	2	u	10%	-3%
12: CCC(=O)Nc1ccc(C(=O)c2ccccc2)cc1
 : -6%	u	29	2%	-7%	u
13: CC(C)CCC(=O)N1CCOC1=O
 : 5%	11%	57	-13%	19%	u
14: COc1cc2c(cc1OC)C(C(=O)NCc1ccco1)C1c3ccccc3CCN1C2=O (centres undefined)
 : -2%	26%	4	3%	11%	-13%
15: CN1C(C(=O)NC(C)(C)C)=CC(c2ccc3c(c2)OCO3)=NS1(=O)=O
 : x	8%	-8	x	x	21%
16: COC(=O)C1=C(c2ccc(F)cc2OCc2ccccc2)C[C@@H]2CC[C@H]1N2C(=O)NC1CC1
 : 15%	-24%	-33	x	11%	-2%
17: CCc1ccc(N=Nc2ccc(O)c3[nH]cnc23)cc1
 : 43%[activator]	-13%	111	x	3%	0%
18: CCOP(=O)(OCC)C(NC(=O)c1cccc([N+](=O)[O-])c1)C(Cl)(Cl)Cl (centres undefined)
 : 6%	-7%	0	4%	26%	-1%
19: Cc1ccc(O)c(CP(=O)(c2ccccc2)c2ccccc2)c1
 : 23%	8%	0	-4%	-29%	-8%
20: COc1ccc(C2=NCCn3cccc32)c(OC)c1
 : -2%	1%	u	2%	5%	u
21: CCOc1ccc(S(=O)(=O)NCCC(=O)NCC(c2ccc(OC)cc2)N2CCCC2)cc1 (centres undefined)
 : -11%	4%	0	x	4%	-9%
22: Cc1ccccc1N1CCN(S(=O)(=O)c2ccc3ccccc3c2)CC1
 : -21%	-1%	-20	x	-2%	-3%
23: O=C(COC(=O)c1n[nH]c2ccccc12)NC(=O)NC1CCCC1
 : -3%	-6%	-7	-2%	3%	1%
24: COc1ccc(CNc2nc(-c3ccco3)nn2C(=O)c2ccccc2Cl)cc1
 : x	5%	128	x	x	19%
25: O=C(/C=C/c1ccccc1)Nc1cccnc1Oc1ccccc1F
 : 20%	16%	69	-2%	u	1%
26: COc1ccccc1-n1cnnc1SC(C)C(=O)Nc1ccc(NC(C)=O)cc1 (centres undefined)
 : 13%	3%	8	4%	4%	4%
27: COCc1cc(=O)[nH]c(/N=C(\N)Nc2cccc(C)c2)n1
 : 52%[activator]	-2%	23	7%	-3%	4%
28: Cc1cccc(C)c1-n1nnnc1SCC(=O)c1c(N)n(C2CC2)c(=O)[nH]c1=O
 : 3%	x	38	x	10%	x
29: COC(=O)C1=C(c2cccc(C#N)c2)C[C@@H]2CC[C@H]1N2C(=O)NC1CCCCC1
 : -1%	-13%	-23	x	-3%	-8%
30: CN1CCN(CCOC2Cc3ccccc3Sc3ccc(Cl)cc32)CC1 (centres undefined)
 : -19%	0%	u	0%	-20%	-14%
31: COc1ccc(-n2ccnc(NCc3ccccc3OC)c2=O)cc1
 : x	-6%	19	x	x	2%
32: CCN(CC(=O)NCc1ccc(Cl)cc1)C(=O)CSCC(=O)Nc1cccc(C)c1
 : 0%	4%	-4	x	11%	4%
33: COc1ccc(-c2cc(C)no2)cc1S(=O)(=O)NCC1CCN(Cc2cc(C)ccc2C)CC1
 : -4%	-10%	-17	14%	-21%	2%
34: CCN=C1S/C(=C\c2cc(Br)ccc2OCC(=O)OCC)C(=O)N1CC
 : 0%	-11%	-18	-1%	u	u
35: NC(=O)Cn1c(=O)n(CCCCCC(=O)NCc2ccc(F)cc2)c(=O)c2sccc21
 : x	3%	-2	x	x	17%
36: COc1cc2c(cc1OC)C13CCN4CC5=CCOC6CC(=O)N2C1C6C5CC43 (centres undefined) (tested in a mixture with another compound)
 : 6%	7%	-10	-3%	4%	-1%
37: COc1ccccc1NC(=O)CN(Cc1ccco1)C(=O)c1cncc(Br)c1
 : -3%	-3%	11	u	-2%	4%
38: C#Cc1ccc(CN2CCC(Oc3cc(C(=O)NC4CC4)ccc3OC)CC2)cc1
 : -8%	-1%	-23	8%	-9%	u
39: O=[N+]([O-])c1cccc(/C(=N/N=C/c2ccccc2Br)C23CN4CN(CN(C4)C2)C3)c1
 : 27%	0%	38	2%	25%	-1%
40: COc1ccccc1CNc1ncnc2c1c(-c1ccccc1)cn2-c1ccc(Br)cc1
 : x	5%	u	x	x	6%
41: Nc1nnc(CC(=O)N/N=C/c2ccccc2OCc2ccc(F)cc2)s1
 : -3%	-6%	18	0%	-20%	-3%
42: COc1ccc(C(C)=O)cc1CSc1nc(NCCc2ccccc2)c2ccccc2n1
 : x	2%	2	x	x	2%
43: Cc1cc2[nH]c(=O)c(=O)[nH]c2cc1S(=O)(=O)NCc1ccc(Cl)cc1
 : -4%	-28%	x	-19%	1%	-10%
44: CN(C)CCCN(C(=O)c1ccc(S(=O)(=O)N2CCCCCC2)cc1)c1nc2cc3c(cc2s1)OCCO3
 : -3%	-1%	-1	x	-26%	u
45: CC1=CCC2C(=O)N(c3nc(C)cc(C)n3)C(=O)C2C1 (centres undefined)
 : -10%	8%	-7	4%	20%	2%
46: O=C(CCCC(=O)NN=Cc1cccc(O)c1)NN=Cc1cccc(O)c1
 : 19%	x	-12	x	15%	x
47: O=C(NCc1ccco1)/C(=C\c1ccco1)NC(=O)c1ccc(Br)o1
 : -3%	28µM*	7	-29%	6%	u
48: Cc1cccc2sc(NC(=O)Cn3cccc3)nc12
 : 4%	u	59	7%	u	-8%
49: CCOc1ccc2nc(NS(C)(=O)=O)sc2c1
 : 10%	u	28	7%	13%	-13%
50: O=C(C1CCCN(C2CC(=O)N(c3ccc(Cl)cc3)C2=O)C1)N1CCCC1 (centres undefined)
 : 18%	40µM*	-17	x	5%	5%

The list continues:
Order of results: AMA1 RON2 block	Sm TGR inh	HCMV antiviral	Giardia FBPA inh	HCV inh	AmpC detergent
51: C=CCNc1ncnc2c1[nH]c1ccc(C)cc12
 : 15%	-10%	-68*	-11%	u	u
52: Cc1cc(-c2ccc(C)c(S(=O)(=O)NCCc3ccccc3)c2)on1
 : x	3%	0	x	x	3%
53: Cc1cc(C)cc(NC(=O)CN(c2ccc(F)cc2)S(C)(=O)=O)c1
 : 3%	6%[57.1 µM]	-20	-3%	-22%	-1%
54: C/[N+]([O-])=C1\Cc2ccccc2C1=O
 : 7%	1%	-20	-1%	9%	u
55: O=C(NCc1cccnc1)c1ccc(NC(=O)c2ccco2)cc1
 : -10%	-6%	9	10%	4%	-4%
56: O=C(NCc1ccco1)c1ccc(Cl)nc1
 : -4%	-7%	-10	0%	6%	7%
57: O=C(Cc1ccccc1)NC1CCS(=O)(=O)C1 (centres undefined)
 : 5%	2%	-2	3%	16%	u
58: COc1cc(C(=O)N[C@H](C(=O)NC2CCCCCC2)C(C)C)cc(OC)c1OC
 : -3%	-8%	19	-1%	12%	1%
59: COc1ccc(CN(C)C(=O)Cn2ccsc2=N)cc1OC
 : 0%	-22%	20	-19%	26%	0%
60: c1ccc(-c2csc(Nc3ccccn3)n2)cc1
 : -8%	-7%	13	10%	-18%	-1%
61: COc1ccc(OC)c(/C=C/C(=O)OCC(=O)NCc2ccccc2)c1
 : 35%[activator]	x	-4	x	14%	x
62: COc1ccc(C(=O)O)cc1S(=O)(=O)Nc1ccc(C)cc1
 : 6%	-6%	-3	9%	7%	-3%
63: CC(C)(C)c1cc(N2CCOCC2)n2ncc(-c3ccccc3)c2n1
 : 23%	-3%	6	6%	u	-12%
64: O=C(c1ccccc1)N1N=C(c2ccco2)CC1c1cccs1 (centres undefined)
 : -19%	35µM*	-31	0%	2%	-2%
65: CN1CCN(NC(=O)c2cc(Br)ccc2Cl)CC1
 : -2%	4%	3	6%	19%	u
66: COCCn1c(C)cc(/C=C2/NC(=O)N(c3ccc(Cl)cc3)C2=O)c1C
 : 11%	-5%	21	-5%	37%[activator]	0%
67: CC(=O)Nc1cccc2c1C(=O)N(c1ccccc1C)C2=O
 : -4%	-2%	-32	4%	9%	-4%
68: CCCCNC(=O)C1CCN(Cc2ccccn2)CC1
 : 29%	0%	21	-11%	8%	-1%
69: CCn1c(SCC(=O)NC(C)C)nnc1-c1cccs1
 : 0%	-16%	13	-2%	16%	-2%
70: CC(C)CCn1c(Oc2ccc(Cl)cc2)nc2c1c(=O)n(C)c(=O)n2C
 : 47%[activator]	3%	-10	-1%	6%	u
71: O=C(NCC1CCCO1)C1CC1(c1ccccc1)c1ccccc1 (centres undefined)
 : -4%	-6%	11	3%	1%	-14%
72: CCN1CCN(C/C(C)=C/c2ccccc2)CC1
 : -1%	6%	-32	u	-12%	u
73: COC(=O)c1ccccc1NC(=O)N1CSC[C@H]1C(=O)OC
 : -2%	28µM*	-10	5%	23%	-3%
74: CCS(=O)(=O)N1CCN(c2ccnc3cc(Cl)ccc23)CC1
 : -14%	-2%	-4	-4%	-19%	-3%
75: O=C(NCC(c1ccco1)N1CCCCC1)c1cccc(S(=O)(=O)Nc2ccccc2Cl)c1 (centres undefined)
 : -11%	-15%	33	x	u	4%
76: Clc1ccccc1CN1CCN(c2ccccc2Cl)CC1
 : -25%	0%	-27	u	22%	-11%

Full records, quoted from the list. Order of values: AMA1 RON2 block, Sm TGR inh, HCMV antiviral, Giardia FBPA inh, HCV inh, AmpC detergent
`COc1ccc(-c2cc(C)no2)cc1S(=O)(=O)NCC1CCN(Cc2cc(C)ccc2C)CC1` is entered as -4%, -10%, -17, 14%, -21%, 2%
`CCn1c(SCC(=O)NC(C)C)nnc1-c1cccs1` is entered as 0%, -16%, 13, -2%, 16%, -2%
